# GCN5L2 inh: inhibitors of human GCN5L2 histone acetyltransferase | GCN5L2 HAT assay, ThioGlo1 CoA-SH fluorescence | Potency, µM (highest dose often 58.9 µM), for the others: at the highest dose activity change, negative = inhibition, actives largely listed as inhibitors | 0.21% of 390,000 active | AID 504327
#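 qHTS, 1536-well. 20nM enzyme, pH 7.5 HEPES/EDTA/Tween-20 buffer; 15 min compound preinc., RT. Start: 75uM H3(1-25), 70uM AcCoA, 50uM ThioGlo1. Read Ex340/Em540 at t=0 (autofluorescence flag) and t=20 min.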
# N370S GC mod: inhibitors or activators of N370S glucocerebrosidase for Gaucher disease; P04062; N370S GC spleen homogenate, 4MU-glucoside fluorescence; Potency, µM (doses to about 59.4 µM), for the others: top-dose activity change, negative = inhibition, most hits filed as inhibitors; 0.092% of 330,000 active; AID 2101;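 also: 0% = full enzyme activity and -100% = no enzyme basal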
# FEN1 inh: inhibitors of human flap endonuclease 1 | Recombinant FEN1 flap cleavage, fluorescence, 15 min | AID 588795 | P39748 | Potency, µM (top dose mostly 114 µM), for the others: top-dose activity change, negative = inhibition, most hits filed as inhibitors | 0.35% of 390,000 active; also: nearly all actives have a fitted effect of over 65% in size
# Target sequence (P39748 whole entry, looked up): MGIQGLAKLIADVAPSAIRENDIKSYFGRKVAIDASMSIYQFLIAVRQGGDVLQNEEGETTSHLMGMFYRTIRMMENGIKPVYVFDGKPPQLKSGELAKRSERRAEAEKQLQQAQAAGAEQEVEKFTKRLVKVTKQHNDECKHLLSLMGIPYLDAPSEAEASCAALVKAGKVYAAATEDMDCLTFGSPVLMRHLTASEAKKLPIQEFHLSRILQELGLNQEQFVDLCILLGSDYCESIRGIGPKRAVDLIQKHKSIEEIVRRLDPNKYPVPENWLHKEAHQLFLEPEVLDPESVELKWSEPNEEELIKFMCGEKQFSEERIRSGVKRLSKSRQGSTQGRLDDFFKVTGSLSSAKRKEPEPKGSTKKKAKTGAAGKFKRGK
#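 Read-out was taken twice, immediately and after 15 min, following addition of 50 nM substrate to 10 nM FEN1 that had sat with test compound for 15 min at room temperature. Curves came from a four-parameter Hill model.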
# Active calls of the source: *; ? = inconclusive; . = no result given; & = joins results of further samples; [ ] = remark or other dose. Calls follow the shape of the dose curve; as a rule, active = well fitted curve in the direction sought with a large enough effect; inconclusive = small, poorly fitted or top-dose-only effect, or another doubt; inactive = no such curve, though single readings can be large; an effect the other way counts as inactive or inconclusive. Unless noted, % is scaled to controls: 0 for no effect and ±100 for the full control effect; potency is read from the fitted curve at half-maximal effect.
nr	GCN5L2 inh	N370S GC mod	Structure	FEN1 inh
1	-5.3%	-13.2%	Cc1cc(C)c(S(=O)(=O)Nc2ccc(O)cc2)c(C)c1	0.4%
2	-6.4%	.	COc1cccc(N2CCN(c3nc4ccc(C(=O)c5ccccc5)cc4n4c(C)nnc34)CC2)c1	-8.0%
3	-2.0%	13.5%&-2.2%	CC(C)CC1(C(=O)NCCc2c[nH]c3ccccc23)C=CCN1C(=O)c1ccccc1 (stereo not drawn)	-13.4%
4	0.6%	.	O=C(NCCCN1CCOCC1)c1cc(S(=O)(=O)N2CCOCC2)c(Cl)cc1Cl	0.5%
5	-27.8%	.	COc1cccc(CNC(=O)c2cccc(NC(=O)CC3SC(N4CCCCC4)=NC3=O)c2)c1 (stereo not drawn)	14.1%
6	0.6%	.	CCCS(=O)(=O)N1CC(=O)N(c2cccc(Cl)c2C)C(C)(C(=O)NC2CCCC2)C1 (stereo not drawn)	1.3%
7	-4.2%	10.1%	COCCn1c(SCC(=O)N(C)C2CCS(=O)(=O)C2)nc2ccccc2c1=O (stereo not drawn)	7.6%
8	-1.8%	.	CC1(C)C(=O)Nc2ccccc2N1C(=O)COc1ccccc1C#N	-1.1%
9	-4.6%	-3.0%	O=C(c1cccc(Cl)c1)C1CCCN(Cc2ccc(N3CCNC3=O)cc2)C1 (stereo not drawn)	5.1%
10	-11.1%&-0.4%	13.0%&-6.6%&11.4%&16.0%	Clc1ccc(C(c2ccccc2Cl)C(Cl)Cl)cc1 (stereo not drawn)	2.9%
11	-11.9%	9.5%	CN(C)C(=O)/C(C#N)=C\c1cc(Br)c(Sc2ccc(Cl)cc2)o1	-6.5%
12	-4.3%	.	Cc1cc(C)cc(Nc2nc3cc(Cl)c(Cl)cc3nc2-n2nc(C)cc2C)c1	-10.5%
13	2.5%	7.6%	Cc1ccc(Sc2ncccc2C(=O)NC2CCCCCC2)cc1C	-3.5%
14	-2.1%	0.7%	Cc1c(O)c2cccnc2[nH]c1=O	-3.0%
15	-21.1%	?	CCOC(=O)CCC(NC(=O)c1cncc(O)c1)C(=O)OCC (stereo not drawn)	-7.6%
16	-10.7%	3.6%	CCOC(=O)c1sc(NC(=O)C(OC(C)=O)c2ccccc2)nc1C (stereo not drawn)	-10.5%
17	-6.5%	-12.5%	O=C(Nc1ccc(Oc2ccccc2)nc1)C1CCCCN1Cc1ccc(O)cc1 (stereo not drawn)	.
18	-2.0%	-19.0%	CCc1ccc(-n2c(=O)c3c(C)c(C(=O)N(C)C)sc3n(CC(=O)NCC3CCCO3)c2=O)cc1 (stereo not drawn)	-7.6%
19	-7.5%	0.4%	NC(=O)c1nsc(C(=O)N(Cc2cccnc2)C(C(=O)NCc2ccc(F)cc2)c2ccc(F)cc2)c1N (stereo not drawn)	-10.9%
20	1.5%	.	Cc1ccccc1N(C(=O)c1cccs1)c1nc2ccccc2s1	0.4%
21	-11.4%	.	FC(F)(F)c1cccc(N2CCN(Cc3nnc(-c4ccccc4)o3)CC2)c1	-15.7%
22	4.1%	.	Cc1cc(C)cc(N(C)S(=O)(=O)c2nnc(NC(=O)COc3ccc(C)c(C)c3)s2)c1	-12.1%
23	1.0%	-9.8%	CN(C)C(=S)SCCn1c(N)nc(N(C)C)nc1=O	15.6%
24	-3.7%	-12.4%	CCCCOc1ccc(C(O)C(CN2CCCCC2)c2ccccc2)cc1 (stereo not drawn)	8.0%
25	-3.9%	9.0%	CCCOc1ccccc1N1C(=O)CC(N(O)c2ccccc2)C1=O (stereo not drawn)	0.1%
26	-4.2%	-25.7%	CCN(CC)CCn1c(=S)[nH]c2ccc(Br)cc2c1=O	-13.6%
27	-4.8%[0.501 µM]	3.2%	CCCCOc1ccc(CNC(=O)NS(=O)(=O)c2ccc(OCC(C)C)cc2)cc1	-3.0%
28	-2.7%	.	COc1ccc(CN2C(=O)C(C)Nc3ncnc(N4CCOCC4)c32)cc1 (stereo not drawn)	7.8%
29	-6.7%	23.0%	Cc1nc2ccc([N+](=O)[O-])cc2s1	6.4%
30	-1.7%	28.3%	CC1CC(=O)N(CC(=O)Nc2ccc3c(c2)OCCO3)c2ccccc2S1 (stereo not drawn)	12.9%
31	?	-2.1%	O=C(NCc1ccco1)c1cccc(S(=O)(=O)N2CCN(Cc3ccccc3)CC2)c1	9.0%
32	-3.9%	.	O=C(NCC1CCCO1)c1cc2c(s1)CCCC2 (stereo not drawn)	18.3%
33	-1.9%	-7.2%	COc1ccc(C(=O)OCC(=O)NC2CCCC2)cc1OC	7.3%
34	-5.2%	-9.7%	COc1cccc(-c2nc(CS(=O)CC(=O)NCc3ccccc3)c(C)o2)c1 (stereo not drawn)	-3.4%
35	-7.3%	2.0%	CCC(=O)NC(=S)NNC(=O)c1ccc([N+](=O)[O-])cc1	2.9%
36	-0.9%	2.3%	CCCCN(CC(=O)Nc1c(C)cccc1CC)C(=O)SCC	7.5%
37	-7.0%[0.501 µM]	-1.3%	CC(C)(C)C1CCC(OC(=O)CN2CCOCC2)CC1 (stereo not drawn)	0.9%
38	-3.2%	.	COc1ccc2c(C)cc(SCC(=O)Nc3nsc(-c4ccc(C(C)(C)C)cc4)n3)nc2c1	11.3%
39	-4.5%	.	Clc1ccc(NCc2nc3ccccc3n2CCOc2ccccc2)cc1	-8.0%
40	-1.6%	4.9%	NC(=O)C1CC(O)CN1c1nc(CN2CCOCC2)nc2scc(-c3ccccc3)c12 (stereo not drawn)	3.1%
41	-7.4%	2.6%	Cn1c(SCC(=O)NC2CCCCC2)nnc1-c1ccccc1O	18.4%
42	-10.9%	?	C=CCN1C(c2ccc(Br)cc2)=CS/C1=C(/C#N)c1nnc(N2CCOCC2)n1-c1ccccc1	-4.6%
43	2.4%	14.4%	COc1ccc(N2CCN(CC(O)COCc3ccccc3)CC2)cc1 (stereo not drawn)	-7.6%
44	-3.8%	.	CC(=O)c1cccc(NC(=O)C(C)OC(=O)CN2C(=O)NC(C)(C)C2=O)c1 (stereo not drawn)	21.9%
45	-27.7%	1.0%	CCc1ncc(C)nc1CC	0.8%
46	-1.1%	-2.6%	CSc1ccc(S(=O)(=O)NCCCn2ccnc2)cc1	-11.6%
47	-4.3%	-3.0%	COC(=O)c1ccccc1NC(=O)Cn1cnc([N+](=O)[O-])c1	2.4%
48	-5.8%	.	CCCCn1c(=N)n(CCOc2ccccc2OC)c2ccccc21	3.8%
49	-5.2%	.	Cc1ccc(/C=C/C(=O)OCC(=O)NCc2cccs2)o1	0.9%
50	-11.7%	5.0%	O=C(NC(=S)N1CCc2ccccc21)c1ccco1	-0.9%
51	-19.6%	21.0%	CCOC(=O)c1sc(NC(=O)C2CCCO2)c(C(=O)OCC)c1C (stereo not drawn)	.
52	-10.6%	.	Fc1ccc(NCc2ccccc2-c2nnc(-c3ccccc3Cl)o2)cc1Cl	5.3%
53	-1.2%	.	Cc1cccc(C(=O)Nc2sc3c(c2C(=O)N2CCCCC2)CCC(C)C3)c1 (stereo not drawn)	-11.2%
54	-4.5%	0.5%	CC(C)(C)NC(=O)CN(C(=O)CSc1nnc(COc2ccccc2)o1)c1cccc(F)c1	-13.7%
55	-5.2%	-13.8%	Cc1cccc(Oc2ccccc2NC(=O)CSCC(=O)Nc2cc(C)on2)c1	0.1%
56	-14.5%	.	Cc1ccc2onc(CC(=O)N3CCN(c4cccc(Cl)c4)CC3)c2c1	-4.3%
57	-12.4%	-4.1%	C#CNC(=O)C1(CC=C)CCNCC1	-8.8%
58	-5.2%	1.7%	O=S(=O)(/N=C/c1c(O)ccc2ccccc12)c1ccccc1	0.4%
59	3.6%	-7.4%	CCN(CC)CCCNC(=O)c1cc2c(Cl)nc3ccccc3c2s1	44.7µM*
60	-1.9%	-3.4%	O=C(CCCC(=O)N1CCN(c2ccc([N+](=O)[O-])cc2)CC1)c1ccccc1	-9.5%

# Other structures
nr	GCN5L2 inh	N370S GC mod	Structure	FEN1 inh
61	-1.8%	-11.7%	Cc1ccc(-n2c(=O)c3c4c(sc3n3c(=S)[nH]nc23)CCC4)cc1	11.8%
62	-13.8%	.	O=C(Nc1cccc(S(=O)(=O)N2CCCCC2)c1)c1cc2ccccc2o1	-21.5%
63	-7.5%	.	CCn1cc2nc(SCC(=O)Nc3cc(OC)ccc3OC)n(Cc3ccc(Cl)cc3)c(=O)c2n1	7.4%
64	0.8%	.	CCOC(=O)C1=CN(CC)S(=O)(=O)NC1c1cccc(OC)c1 (stereo not drawn)	-4.3%
65	-0.2%	-21.7%	CSc1cccc(-n2cc(-c3ccc4c(c3)OCO4)[nH]c2=O)c1	-17.7%
66	-12.7%&-9.6%	18.8%	Cc1ccccc1N(C)S(=O)(=O)c1nnc(NC(=O)c2ccccc2F)s1	-1.9%&-9.6%
67	2.4%	6.2%	Cc1cc(C)c(S(=O)(=O)n2nc(C)c(Br)c2C)c(C)c1	2.7%
68	-1.2%	1.1%	N#CC1(NC(=O)CN2c3cccc4cccc(c34)S2(=O)=O)CCCCC1	0.6%
69	-17.2%	.	COc1ccc(CNc2nc(-c3ccc(OC)cc3)cc(C(F)(F)F)n2)cc1	-14.7%
70	-13.8%	.	CCN(CC)CCN(C(=O)c1ccco1)c1nc2cc(C)cc(C)c2s1	-6.1%
71	-5.4%	7.9%	CN(C)c1ccc(C(=O)Nc2cc(C(F)(F)F)ccc2-n2cncn2)cc1	1.4%
72	-5.2%	-12.9%	COCCNC(=O)CSc1cc(-c2ccccc2)c2ccc(OC)cc2n1	1.7%
73	2.4%	-13.9%	Cc1nc2ccccc2c(=O)n1CCc1ccc(O)cc1	1.8%
74	-17.4%	3.3%&-20.5%	COc1ccc(C2/C=C\CN(C(=O)Nc3ccc(C(F)(F)F)cc3)CC(=O)N2Cc2ccc(F)cc2)cc1 (stereo not drawn)	-21.5%&-21.6%
75	-5.2%	21.8%	CC1CC(C)(C)NC(=S)N1CC(=O)NCc1ccc2c(c1)OCO2 (stereo not drawn)	5.9%
76	4.1%	-1.1%	COCCCn1c(SCC(=O)OC2CCCCC2)nnc1-c1ccco1	-7.1%
77	3.2%	?	CCCCn1c(-c2ccc(F)c(F)c2)nc2cc3[nH]c(=O)c(C(C)C)nc3cc21	-12.5%
78	-1.4%	-22.6%	CCn1c2ccccc2c2cc(C3C(C#N)=C(N)Oc4n[nH]c(COC)c43)ccc21 (stereo not drawn)	-22.4%
79	-3.5%	1.8%	Oc1c(N=Nc2ccccc2)sc2ccccc12	-11.6%
80	-6.2%	-0.9%	NS(=O)(=O)c1ccc(CNC(=O)c2cc(=O)c3cc(Cl)ccc3o2)cc1	-7.3%
81	-8.7%	.	Cc1c(Cl)cccc1NC(=O)c1oc2ccc(S(=O)(=O)N3CCC4(CC3)OCCO4)cc2c1C	-2.8%
82	11.0%	2.2%	O=C(NCCc1ccccc1)C1CCCN(S(=O)(=O)c2cccnc2)C1 (stereo not drawn)	-3.6%
83	-0.2%	-1.5%	COc1ccccc1Nc1ccc(C(=O)NCc2cccs2)cn1	1.9%
84	.	0.2%	N#Cc1cnn2c(-c3ccccc3)ccnc12	33.4%
85	-5.8%	4.4%	O=C(Oc1c(Cl)cc(Cl)c2cccnc12)c1cccs1	-20.4%
86	-3.0%	-5.4%	Cc1cc(NC(=O)C2CCCN(S(=O)(=O)c3c(C)noc3C)C2)no1 (stereo not drawn)	1.3%
87	-16.7%	-2.1%	Cc1ccc(NC(=O)CSC2=C(C#N)C(c3ccco3)C3=C(CC(C)(C)CC3=O)N2)cc1 (stereo not drawn)	-17.4%
88	-7.9%	17.0%	CCOC(=O)C1CCCN(c2nc3ccccc3nc2C(C#N)C(=O)OCCOC)C1 (stereo not drawn)	-11.5%
89	-0.9%	-3.5%	CCCn1c(/N=C/c2c[nH]c3ccccc23)nc2ccccc21	?
90	-12.9%	-0.2%	CCOc1ccc(N=NC2C(=O)N(C(N)=S)N=C2C)cc1 (stereo not drawn)	-11.2%
